High-throughput results: PubChem, Southern Research Specialized Biocontainment Screening Center
inhibitors of VEEV: inhibitors of VEEV TC-83 cytopathic effect, confirmation, Vero cells (AID 588727); Vero cells, VEEV TC-83 cytopathic effect inhibition; higher % means a stronger effect; inhibition, % at 20 µM, or IC50 in µM where a hit was titrated; 350,000 compounds, 0.13% hits; in the data active means a potency from the dose series; inconclusive means inhibition mostly from about 14% at the one dose, without a potency; inactive means the rest, 99 in 100 with inhibition below about 12%; further: strong numbers were not always called active
tuberculosis growth: growth inhibition of non-replicating M. tuberculosis (AID 488890). 320,000 compounds, 0.39% hits. Mycobacterium tuberculosis non-replicating, growth inhibition; higher % means a stronger effect. inhibition, % at 25 µM, or IC50 in µM where a hit was titrated; in the data active means a potency from the dose series; inconclusive means inhibition mostly from about 82% at the one dose, without a potency; inactive means the rest, 99 in 100 with inhibition below about 76%;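 further: plate controls were DMSO cells for no effect and high antibiotic wells for full effect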
H1N1 NS1A inhibition: H1N1 influenza NS1A inhibitors, functional cell based assay (AID 504329). NS1A functional cell-based assay, percent inhibition; higher % means a stronger effect. inhibition, % at 12.5 µM; hits with a dose series show IC50 in µM. 340,000 compounds, 0.3% hits; in the data active means a potency from the dose series; inconclusive means inhibition above about 27% without an active follow-up result; further: strong numbers were not always called active
Salmonella PhoP GFP: Inhibition of PhoP regulon, Salmonella typhi GFP reporter cells, confirmation, 4 h (AID 1850); inhibition, % at 50 µM; hits with a dose series show IC50 in µM; 310,000 compounds, 0.33% hits; Salmonella Typhi PhoP-promoter GFP reporter, fluorescence, 4 h; higher % means a stronger effect; in the data active means a potency from the dose series; inconclusive means inhibition mostly from about 25% at the one dose, without a potency; inactive means the rest, 99 in 100 with inhibition below about 19%;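 further: 0% = induced wells with vehicle and 100% = uninduced wells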
M. tuberculosis HTS: M. tuberculosis growth inhibition, HTS (AID 449762); 330,000 compounds, 0.59% hits; inhibition, % at 25 µM, or IC50 in µM where a hit was titrated; M. tuberculosis H37Rv growth inhibition, 7H9 media; higher % means a stronger effect; in the data active means a potency from the dose series; inconclusive means inhibition above about 70% without an active follow-up result;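 further: bacterial growth assessed after seven days of incubation; strong numbers were not always called active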
inhibitors of VEEV 10K pilot screen: second read-out of inhibitors of VEEV, no call of its own (marks repeat the call); inhibition, %; measured here: 10K pilot screen inhibition
The depositor's hits bear a star; i = inactive; ? = inconclusive; / = not tested or not shown. Outcome played no part in choosing rows, and some 1.5% of all compounds hit somewhere here.

SMILES	inhibitors of VEEV	tuberculosis growth	H1N1 NS1A inhibition	Salmonella PhoP GFP	M. tuberculosis HTS	others
CCN(CC(=O)NC(C)(C)C)C(=O)CCl	21.8%	-8.0%	-7.7%	-7.0%	-8.7%
O=C(Nc1ccncc1)c1ccc2c(c1)C(=O)N(CC1CCCO1)C2=O (stereo not given)	2.2%	-4.5%	-5.9%	1.7%	-4.8%
COc1ccc(/C=N/Nc2nc(-c3ccc(C)cc3)c(NC(C)=O)s2)cc1OC	0.6%	?	-0.4%	3.0%	38.0%
CCCCSc1nc(C)cc(SCC(=O)N/N=C/c2cccc(OC)c2O)n1	7.0%	52.1%	-22.6%	-0.3%	-4.1%
COC(=O)N/N=C1/C/C(=N\NC(=O)OC)c2ccccc21	i	4.7%	10.1%	-4.3%	6.1%
C=C(C)CNC(=S)Nc1ccc(S(=O)(=O)Nc2cnc3ccccc3n2)cc1	2.0%	16.9%	-15.3%	11.3%	2.4%
O=C(/C=C/c1ccccc1)Oc1cccc2cccnc12	2.3%	?	9.8%	10.2%	?
O=C(O)C1CCCCC1C(=O)Nc1nc(-c2ccc(Cl)s2)cs1 (stereo not given)	0.1%	64.5%	-12.0%	4.8%	11.4%
COc1ccc(C(=O)COC(=O)CN2C(=O)NC3(CC(C)CC(C)(C)C3)C2=O)c(OC)c1 (stereo not given)	1.8%	19.5%	-6.4%	/	-16.7%
COc1cc(OC)cc(-c2c(C#Cc3ccsc3)c3cc(-c4cc(F)cc(F)c4)ccc3n2C)c1	0.4%	-6.8%	7.2%	/	2.9%
COC(=O)[C@@]1(Cc2ccccc2)[C@H]2C(=O)N(C)C(=O)[C@H]2[C@H]2CN=C(SC)N21	1.9%	/	-4.4%	/	/
O=C(Nc1cccc([N+](=O)[O-])c1)c1ccc2ccccc2c1O	0.5%	42.0%	8.0%	4.8%	-0.7%
CCc1c(C)c2cc(Cl)c(O)c(CN(CC)CC)c2oc1=O	1.2%	2.0%	-11.6%	-3.9%	-3.2%
CSc1ccc(CN2CCC(C(=O)NCc3ccc(C)cc3)CC2)cc1	0.3%	11.7%	-10.1%	0.9%	0.9%
Cc1cc(OCC(=O)NCc2ccccn2)c2c(C)c(Cc3ccccc3)c(=O)oc2c1	0.3%	3.9%	4.9%	-1.3%	3.3%
Cc1ccc(C)c(NC(=O)CN(C)C(=O)c2ccc(Cl)nc2)c1	0.7%	7.3%	4.5%	12.5%	-2.9%
CC(O)CNC(=S)Nc1ccccc1 (stereo not given)	i	23.9%	2.4%	-0.9%	-1.6%
CCCCN(CCCNC(=O)CN1C(=O)COc2ccccc21)c1ccccc1	i	43.0%	2.6%	3.4%	4.3%
Cc1cc(O)cc(=O)n1C	6.2%	-0.8%	-10.5%	-0.1%	-0.2%
Cc1[nH]c2ccccc2c1C(=O)COC(=O)c1ccc2c(=O)n3c(nc2c1)CCC3	1.7%	-2.3%	3.1%	3.9%	-4.6%
COc1ccc(C)cc1NC(=O)CSc1nnc(CC(=O)Nc2cccc(C(F)(F)F)c2)n1C	4.7%	-4.9%	19.7%	-7.1%	2.6%
Cc1cc(C(=O)N(Cc2nnc(-c3ccc(Cl)cc3)o2)C(C)C)c2ccccc2n1	8.5%	47.1%	0.2%	/	-1.3%
Oc1cccc(Nc2ncnc3c2oc2ccccc23)c1	8.3%	-12.7%	-1.8%	-0.6%	-2.7%
Cc1ccc(S(=O)(=O)N2CCC(C(=O)N(C)C3CCS(=O)(=O)C3)CC2)cc1 (stereo not given)	0.7%	-2.1%	2.6%	0.1%	-11.3%
CCn1c(C(=O)NCc2cccnc2)cc2sc(Cl)cc21	0.7%	1.2%	0.5%	5.8%	4.2%

Four entries drawn at random from those above, as already listed:
SMILES	inhibitors of VEEV	tuberculosis growth	H1N1 NS1A inhibition	Salmonella PhoP GFP	M. tuberculosis HTS	others
C=C(C)CNC(=S)Nc1ccc(S(=O)(=O)Nc2cnc3ccccc3n2)cc1	2.0%	16.9%	-15.3%	11.3%	2.4%
O=C(Nc1cccc([N+](=O)[O-])c1)c1ccc2ccccc2c1O	0.5%	42.0%	8.0%	4.8%	-0.7%
CCc1c(C)c2cc(Cl)c(O)c(CN(CC)CC)c2oc1=O	1.2%	2.0%	-11.6%	-3.9%	-3.2%
CCn1c(C(=O)NCc2cccnc2)cc2sc(Cl)cc21	0.7%	1.2%	0.5%	5.8%	4.2%

The results go on:
SMILES	inhibitors of VEEV	tuberculosis growth	H1N1 NS1A inhibition	Salmonella PhoP GFP	M. tuberculosis HTS	others
NNC(=O)Cn1c2ccccc2c2ccccc21	1.8%	-13.1%	-0.3%	-2.7%	-4.6%
Cc1cccc(NS(=O)(=O)c2c(C)noc2C)c1	1.3%	-10.9%	-1.5%	-1.0%	0.4%
CC(=O)c1cccc(NC(=O)Cc2ccc3c(c2)CCCC3)c1	i	16.5%	-2.7%	13.7%	16.7%
Cc1ccc(S(=O)(=O)Nc2c(C)n(C)n(-c3ccccc3)c2=O)cc1C(=O)OCC(=O)N1CCCC(C)C1 (stereo not given)	0.5%	6.4%	0.7%	5.9%	0.0%
CCC(NC(=O)c1cncc(Br)c1)c1ccccc1 (stereo not given)	i	16.4%	-1.3%	10.2%	-1.7%
COc1ccc(-c2sc3ccc(OC)cc3c2C#Cc2ccccn2)cc1	8.1%	19.3%	-3.1%	/	38.9%
CC(C)CCNC(=O)c1ccc(Cl)c(NC(=O)c2ccccc2F)c1	/	2.2%	/	-0.7%	12.9%
CC1CCC(NC(=O)CN2CCCN(Cc3ccc(F)cc3Cl)C2=O)CC1 (stereo not given)	1.2%	30.4%	-25.5%	-3.3%	-3.6%
CCCCNc1ccccc1C(=O)OCC(=O)Nc1ccc(S(N)(=O)=O)cc1	0.9%	14.7%	-6.5%	-7.8%	-7.7%
O=C(Nc1ccc2c(c1)OCCO2)c1c[nH]c(=O)n(-c2ccc(F)c(Cl)c2)c1=O	4.3%	-2.5%	-7.0%	-11.9%	4.3%
CC(=O)Nn1c(C)nnc1-n1nc(C)cc1C	0.3%	-14.6%	-9.1%	-23.5%	1.0%
Cc1nc([N+](=O)[O-])cn1CC(O)c1ccc(F)cc1 (stereo not given)	1.8%	-9.3%	1.7%	1.5%	-7.4%
Cc1cccc(NC2=NCC(=O)N2CCc2ccccc2)c1	2.7%	27.6%	3.3%	3.3%	-3.0%
Cc1ccccc1-c1ccc(=O)n(CC(=O)Nc2ccc(-n3cnnn3)cc2)n1	1.4%	-3.4%	-10.5%	1.8%	-6.6%
CCN1C(=O)Nc2cccc3cccc1c23	8.6%	-0.6%	-3.4%	4.8%	0.3%
C[C@]12CCC3[C@@H](CC[C@H]4C[C@@H](O)CC[C@]34C)C1CCC2=O (stereo not given in full)	0.1%	11.8%	-22.6%	-11.5%	4.7%
COC(=O)C1=C(C)N(CCc2ccccc2)C(=O)C1	i	30.9%	2.8%	-9.0%	-10.7%
CCOc1ccc(S(=O)(=O)N2CCCC(C(=O)NCc3ccccn3)C2)cc1C (stereo not given)	i	1.1%	-12.4%	7.3%	-0.5%
CN(C)C(=O)C[n+]1ccc(/C=N/O)cc1	i	3.3%	5.6%	-5.6%	-0.3%
CCOc1cc(C2NC(=S)NC(C)=C2C(=O)Nc2ccc(OC)cc2)ccc1O (stereo not given)	0.4%	-8.6%	16.3%	-5.2%	-5.1%
NC(CCC(=O)NC(CS)C(=O)NCC(=O)O)C(=O)O (stereo not given)	i	/	-1.9%	/	/
O=C(Nc1ccc(N2CCN(Cc3ccccc3)CC2)cc1)c1ccccc1[N+](=O)[O-]	0.2%	-12.8%	-0.9%	-7.7%	5.5%
O=C(NC(=S)Nc1ccccc1N1CCOCC1)c1sc2ccccc2c1Cl	1.4%	2.6%	-3.6%	-12.7%	3.1%
O=C(CSc1cn(CC(=O)N2CCCC2)c2ccccc12)NCC1CCCO1 (stereo not given)	0.8%	5.4%	1.1%	10.0%	-2.9%
COc1ccc(C(=O)c2c(-c3cccc(C)c3)oc3ccc(N4CCOCC4)cc23)cn1	4.1%	11.8%	-11.8%	6.2%	8.0%
SMILES	inhibitors of VEEV	tuberculosis growth	H1N1 NS1A inhibition	Salmonella PhoP GFP	M. tuberculosis HTS	others
CCN(C(=O)c1cc2cccc(OC)c2oc1=O)C1CCCCC1	0.1%	-14.5%	-1.1%	-9.2%	1.0%
O=c1[nH]c2ccccc2c(=O)n1-c1ccc(Cl)cc1Cl	6.5%	2.6%	6.6%	-1.8%	-4.2%
O=C(NCCC1=CCCCC1)C1CC(=O)N(Cc2ccccc2)C1 (stereo not given)	i	-9.8%	-7.2%	-0.9%	-10.7%
COc1ccc(C(=O)Nc2ccc(S(=O)(=O)NCc3ccco3)cc2)cc1OC	i	6.2%	6.4%	-3.6%	-4.5%
CCC(=O)c1ccc(OCC(=O)Nc2nc(-c3cccnc3)cs2)cc1	12.0%	13.6%	-7.8%	-7.6%	24.3%
CCC(Sc1nc(C)cc(=O)[nH]1)C(=O)Nc1sc2c(c1C#N)CCCC2 (stereo not given)	0.6%	27.0%	-5.5%	-8.1%	-9.8%
O=C(CSc1nnc(Cc2ccccc2)n1-c1ccc(Cl)cc1)N1CCOCC1	0.0%	8.6%	-2.3%	-3.8%	-2.3%
COc1ccc(C(=O)Nc2ccc(C(=O)N3CCC(C)CC3)cc2)cc1OC	1.6%	-11.5%	-4.4%	8.5%	-0.2%
O=C(OC(C(=O)NC1CCCCC1)c1ccccn1)c1cccs1 (stereo not given)	3.7%	11.1%	6.4%	-7.8%	4.6%
Cc1cccc(CSC2=NCCN2C(=O)C2CC2)c1	2.1%	1.8%	-1.3%	1.8%	8.8%
CCOC(=O)c1ccc(NC(=O)CCOc2ccc(C)cc2)cc1	0.2%	61.5%	-3.4%	-13.3%	?
Cc1ccc(S(=O)(=O)NCCC(=O)OCC(=O)N2CCCC2=O)cc1	1.8%	-4.2%	-4.2%	1.2%	0.0%
COc1ccc(S(=O)(=O)N2CCOCC2)cc1NC(=O)COC(=O)c1ccc([N+](=O)[O-])s1	0.7%	?	2.1%	/	3.7%
CC1CN(C(=O)c2cc3cc([N+](=O)[O-])ccc3oc2=O)CC(C)O1 (stereo not given)	1.7%	-3.4%	11.9%	5.0%	-2.5%
CCCCCCCCCC(=O)Nc1cccnc1	/	-7.5%	/	2.1%	-10.7%
Cc1ccc(S(=O)(=O)c2ccc(-n3nc(C)cc3N)cc2)cc1	1.4%	4.5%	/	-0.6%	-17.8%
COC(=O)c1ccc(NS(=O)(=O)c2ccc3[nH]c(=O)oc3c2)cc1	0.3%	3.2%	-5.5%	0.2%	5.5%
N/C(=N\OC(=O)c1cccc(F)c1)c1ccccn1	2.0%	31.0%	-4.1%	1.7%	-0.3%
COC(=O)c1cc(C(=O)OCC(=O)NC2CCCC2)cc([N+](=O)[O-])c1	0.8%	3.0%	-31.1%	8.3%	3.1%
CCc1cccc(NS(=O)(=O)c2ccc3c(c2)NC(=O)CC(=O)N3)c1	1.2%	-2.3%	-3.3%	1.3%	-1.1%
CSc1nc(C)cc(SCCO)n1	0.9%	5.3%	0.0%	0.9%	3.5%
N=C1C(c2nc3ccccc3[nH]2)=C(O)CN1c1ccc(F)cc1	0.5%	37.5%	-0.9%	6.6%	4.4%	inhibitors of VEEV 10K pilot screen=1.1
COCCCNC(=S)NNC(=O)c1csc(C)n1	5.8%	-11.1%	-15.3%	3.6%	-7.9%
O=C(NCCN1CCOCC1)C(Sc1ccccc1)c1ccccc1 (stereo not given)	0.9%	-4.5%	-20.9%	-2.3%	-1.1%
Cc1ccc(-c2noc(-c3ccccc3F)n2)cc1	0.7%	40.0%	-9.6%	2.4%	-8.8%
COc1ccc(NC(=O)CN(C)CC(=O)NCc2ccc(C)cc2)cc1	2.9%	37.2%	-11.9%	/	-6.0%
CCOC(=O)[C@@]1(C#N)[C@@H]2C=CC(C(N)=O)=CN2[C@@H](C(N)=O)[C@@H]1c1cccc(Cl)c1	0.3%	23.5%	-3.0%	16.0%	-4.5%

Structural class, the compounds so far containing a cyano group.
SMILES	inhibitors of VEEV	tuberculosis growth	H1N1 NS1A inhibition	Salmonella PhoP GFP	M. tuberculosis HTS	others
CCC(Sc1nc(C)cc(=O)[nH]1)C(=O)Nc1sc2c(c1C#N)CCCC2 (stereo not given)	0.6%	27.0%	-5.5%	-8.1%	-9.8%
CCOC(=O)[C@@]1(C#N)[C@@H]2C=CC(C(N)=O)=CN2[C@@H](C(N)=O)[C@@H]1c1cccc(Cl)c1	0.3%	23.5%	-3.0%	16.0%	-4.5%
